ASAP1 GAP inh: ASAP1 ArfGAP inhibition; ASAP1-stimulated ARF1 GTP hydrolysis, GDP FP detection; inhibition, % at 16.5 µM; Q9ULH1; 360,000 compounds, 0.19% hits; in the data active = inhibition above about 25%;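 also: 0% = vehicle with enzyme and substrate and 100% = no enzyme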
Tn6 DDE FP: inhibitors of Tn6 peptide binding to human fibrin DD(E) | inhibition, % at 8.3 µM | P02675 | AID 720509 | 370,000 compounds, 0.21% hits | Fibrin DD(E) TRITC-Tn6 fluorescence polarization displacement;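 active = inhibition above a per-campaign cutoff: mean of compounds within control limits plus 3 SD, cut at about 15% in these data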;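 also: 0% = median of all compound wells on the plate and 100% = blocking peptide control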
NPR2 activator: GC-B (human) receptor activation; HEK293-GC-B cells, CNP EC30, cGMP TR-FRET; 0% at EC30 CNP, 100% saturating CNP; 370,000 compounds, 0.11% hits; AID 1920062; activation, % at 10 µM; P20594;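 active = activation at 10 µM reaching about 35% in either raw or pattern-adjusted values, limit read from the data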
ARFGAP1 inhibitor: inhibitors of rat ARFGAP1; Q62848; Arfgap1-stimulated ARF1 GTP hydrolysis, GDP FP detection; inhibition, % at 16.5 µM; 360,000 compounds, 0.26% hits;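 active = inhibition above a per-plate limit, mean inhibition of low control wells plus 3 SD, cut at about 25% in these data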;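 also: 0% = DMSO wells with enzyme and 100% = wells lacking Arfgap1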
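Repeats: one replicate per compound; assay system: rat Arfgap1 catalytic domain, aa 1-136; times: enzyme reaction 120 min at 25 °C after 20 min preincubation; detection: FP of antibody-bound GDP Alexa 633 tracer, ex 620/em 688 nm; benchmarks: high control wells lacking Arfgap1, low control full reaction with DMSO; reagent: human ARF1(Δ1-17)-GTP substrate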
sPLA2-III inh: Blocks human group III sPLA2 activity. 370,000 compounds, 0.56% hits. inhibition, % at 12.2 µM. Q9NZ20. QFRET BODIPY PC-A2 liposome hydrolysis, fluorescence;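 active = inhibition above mean plus 3 SD of compounds lying within the high and low control bounds, cut at about 19% in these data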;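 also: 0% = median of test compound wells and 100% = no enzyme DMSO wells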
rCAG binder: r(CAG) repeat RNA binding; 370,000 compounds, 1.3% hits; inhibition, % at 3 µM; TO-PRO-1 dye displacement fluorescence;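 active = inhibition above the plate cutoff, the mean of all test compounds on that plate plus 3 SD, cut at about 35% in these data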;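 also: 0% = DMSO alone and 100% = 100 µM mitoxantrone as full dye displacement; higher means more dye released from RNA so lower well fluorescence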
NPR1 activator: GC-A (human) enzyme activation | P16066 | HEK293 GC-A cells, cGMP TR-FRET, EC30 ANP; 0% at EC30 ANP, 100% saturating ANP | activation, % at 10 µM | 370,000 compounds, 0.14% hits | AID 1671463; in the data active = activation above about 40%
KLK7 zymogen act: activators of human kallikrein-7 zymogen | P49862 | purified proKLK7, EDANS-DABCYL substrate fluorescence; 100% is mature enzyme control, 0% vehicle | activation, % at 7 µM | 370,000 compounds, 0.9% hits;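 active = activation above the mean of all tested compounds plus 3 SD, computed per campaign excluding outliers beyond control limits, cut at about 13% in these data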
Target sequence (P49862 whole entry, looked up): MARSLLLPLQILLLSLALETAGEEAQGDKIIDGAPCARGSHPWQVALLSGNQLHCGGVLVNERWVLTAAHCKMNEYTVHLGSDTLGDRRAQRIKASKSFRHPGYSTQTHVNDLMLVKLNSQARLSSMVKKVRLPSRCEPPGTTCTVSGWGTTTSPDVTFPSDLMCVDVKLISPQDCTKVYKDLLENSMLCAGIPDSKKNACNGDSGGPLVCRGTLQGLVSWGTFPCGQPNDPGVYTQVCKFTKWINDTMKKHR
FXN GAA850 act: increases GAA850 frataxin promoter reporter activity; HEK293 lucGAA850 FXN promoter luciferase reporter, 24 h; percent of 10 µM SAHA response; activation, % at 6 µM; 360,000 compounds, 0.56% hits; AID 540364;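 active = activation above the average of all compounds screened plus 3 SD, cutoff fixed separately per campaign, cut at about 7.5% in these data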;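 also: 0% = DMSO wells and 100% = 10 µM SAHA wells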
ADAM10 inh: ADAM10 inhibition, QFRET primary screen | O14672 | recombinant ADAM10, EDANS/DABCYL FRET peptide cleavage, 3 h | 370,000 compounds, 0.62% hits | inhibition, % at 7 µM;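 active = inhibition above a per-campaign cutoff equal to the mean of compounds falling between control-based bounds plus 3 SD, cut at about 20% in these data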;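 also: 0% = DMSO wells while the 100% control is not disclosed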
Target sequence (O14672 214-748 limits assumed): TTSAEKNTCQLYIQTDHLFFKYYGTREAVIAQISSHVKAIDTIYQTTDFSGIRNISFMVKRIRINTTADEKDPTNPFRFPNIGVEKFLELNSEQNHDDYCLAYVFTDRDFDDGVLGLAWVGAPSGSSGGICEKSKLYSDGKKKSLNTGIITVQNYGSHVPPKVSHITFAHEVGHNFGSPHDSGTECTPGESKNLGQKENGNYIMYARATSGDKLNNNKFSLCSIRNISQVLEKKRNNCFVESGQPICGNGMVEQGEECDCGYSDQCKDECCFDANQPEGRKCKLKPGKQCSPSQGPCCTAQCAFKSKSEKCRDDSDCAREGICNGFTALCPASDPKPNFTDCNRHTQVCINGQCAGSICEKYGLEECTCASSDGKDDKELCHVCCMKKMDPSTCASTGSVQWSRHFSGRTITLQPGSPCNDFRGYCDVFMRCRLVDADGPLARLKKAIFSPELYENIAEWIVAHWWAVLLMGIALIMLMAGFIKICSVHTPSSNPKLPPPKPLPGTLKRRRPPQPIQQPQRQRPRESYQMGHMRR
Numbers without * were called inactive; nt = not tested or not shown.

Every second line gives: ASAP1 GAP inh	Tn6 DDE FP	NPR2 activator	ARFGAP1 inhibitor	sPLA2-III inh	rCAG binder	NPR1 activator	KLK7 zymogen act	FXN GAA850 act	ADAM10 inh
> COc1ccc(-c2[nH]n(-c3ccc([N+](=O)[O-])cc3)c(=O)c2C=NCC2CCCO2)cc1 (stereo not given)
    9	-3	-5	1	4	-1	5	-0.4	2.0	-10
> N#Cc1ccc(NC(=S)NC(=O)C2CC2)cc1
    3	3	-2	-8	6	0	0	-0.3	2.0	-2
> CCN(CC)C(=O)C1=C(C)N(CCCOC)C(=O)C(CC(=O)NCCCN(C)C)C1 (stereo not given)
    -2	9	1	-2	9	2	3	0.0	0.4	-14
> O=C(NC1CC2CCCC(C1)N2C(=O)Nc1cccc(F)c1)C1CC1 (stereo not given)
    -8	0	3	-6	1	1	0	-0.7	2.1	3
> Cc1nc(Nc2ccccc2C(F)(F)F)sc1C(=O)N(C)C
    -15	-2	-8	-5	-12	-5	-2	0.1	2.9	-2
> COc1cc(-n2c(C)nc3cccnc32)c(Cl)cc1C(=O)O
    -8	-2	6	-9	4	3	3	0.2	0.3	-17
> CC(C(=O)NCCS(=O)(=O)c1ccc(Br)cc1)S(=O)(=O)c1ccc(Cl)cc1 (stereo not given)
    -10	7	5	6	-13	-1	-4	0.2	0.2	14
> CCN(C(=O)CSc1nnnn1C)C1CCS(=O)(=O)C1 (stereo not given)
    3	-4	3	-7	2	-3	1	-0.4	-0.1	-7
> Cc1ccc(NC(=O)c2cc3c(s2)CCCC3)cc1S(=O)(=O)Nc1ccccc1Cl
    2	-1	0	5	-32	47*	-5	-3.0	2.0	25*
> COc1ccc(CSc2nnnn2C)cc1F
    10	2	-2	15	6	0	3	-0.6	1.0	-9
> Cc1nc(-c2ccccc2)ccc1C(=O)O
    1	2	3	3	-1	0	0	-0.2	-1.2	-22
> CC(=O)N1C2=CCCC3CCCCC23c2ccccc21 (stereo not given)
    3	-11	4	-12	-2	-2	-3	-0.5	0.1	3
> Cc1cccc2cc(CN(Cc3cccnc3)C(=O)c3ccncc3)c(=O)[nH]c12
    -5	10	5	-10	-2	-2	4	0.2	0.6	-29
> NCCc1nnc(SCC(N)=O)o1
    12	-4	5	-7	-5	3	3	0.6	-1.5	3
> Nc1ncnc(Oc2ccccc2F)c1[N+](=O)[O-]
    10	-2	0	0	2	-3	6	0.0	-1.1	2
> O=c1[nH]cn[nH]1
    -8	4	-7	9	0	-1	3	0.1	-1.0	-4
> CCOC(=O)Cc1ncccc1C(=O)Nc1ccc(OC)cc1
    -11	0	-2	7	-3	-1	-3	0.1	1.0	-1
> CC(C)(C)c1ccc(C(=O)NCc2cccnc2)cc1
    -2	5	-3	-2	0	-5	-2	-0.2	0.9	-6
> COc1ccc(N2C(=O)CC(NNC(=O)c3ccc(Br)s3)C2=O)cc1 (stereo not given)
    6	5	0	-1	-11	10	1	0.4	1.1	6
> CCc1nc2ccc(C(=O)NCc3ccc4c(c3)OCO4)cn2c1N(C)Cc1ccc(OC)cc1
    0	-3	18	5	0	2	13	1.0	-2.2	30*

The closing 6 compounds of the part above lead into the next:
Every second line gives: ASAP1 GAP inh	Tn6 DDE FP	NPR2 activator	ARFGAP1 inhibitor	sPLA2-III inh	rCAG binder	NPR1 activator	KLK7 zymogen act	FXN GAA850 act	ADAM10 inh
> Nc1ncnc(Oc2ccccc2F)c1[N+](=O)[O-]
    10	-2	0	0	2	-3	6	0.0	-1.1	2
> O=c1[nH]cn[nH]1
    -8	4	-7	9	0	-1	3	0.1	-1.0	-4
> CCOC(=O)Cc1ncccc1C(=O)Nc1ccc(OC)cc1
    -11	0	-2	7	-3	-1	-3	0.1	1.0	-1
> CC(C)(C)c1ccc(C(=O)NCc2cccnc2)cc1
    -2	5	-3	-2	0	-5	-2	-0.2	0.9	-6
> COc1ccc(N2C(=O)CC(NNC(=O)c3ccc(Br)s3)C2=O)cc1 (stereo not given)
    6	5	0	-1	-11	10	1	0.4	1.1	6
> CCc1nc2ccc(C(=O)NCc3ccc4c(c3)OCO4)cn2c1N(C)Cc1ccc(OC)cc1
    0	-3	18	5	0	2	13	1.0	-2.2	30*
> COc1ccc(CC(=O)NC(C)c2nnc(SCC(=O)c3ccc(OC)cc3)n2C)cc1 (stereo not given)
    -9	-3	-5	-8	-4	-5	0	0.2	1.4	-4
> OC(CC1CC12c1ccccc1-c1ncccc12)(c1ccccc1)c1ccccc1 (stereo not given)
    7	-3	-7	5	-16	-1	-24	-0.4	-18	24*
> COc1ccc(C(CC(=O)N2CCCC(C)C2)c2c(OC)cc(OC)c3ccc(=O)oc23)cc1 (stereo not given)
    5	-5	-21	-8	0	1	-11	-5.0	0.1	-98
> CCN(CC(=O)NCc1ccc(F)cc1)C(=O)C1CCN(C(=O)Nc2ccccc2)CC1
    2	3	6	11	9	-1	1	0.1	2.7	5
> CSC1=NCCN1S(=O)(=O)c1ccc(Cl)cc1
    4	-6	-1	9	-2	-4	0	0.1	1.3	-3
> CCCCCCn1nc(C(=O)N(CCCC)c2c(N)n(CCC)c(=O)[nH]c2=O)c2ccccc2c1=O
    -14	0	0	12	7	3	-2	-0.3	-1.0	-10
> Cc1ccccc1OCC(=O)Nc1nc(C)c(C(=O)N(C)C)s1
    -9	-1	0	-10	1	0	8	-0.4	-1.2	2
> CN(CC(=O)Nc1ccc(F)cc1)C(=O)CSc1nc2ncc(Cl)cc2[nH]1
    10	7	-2	-1	-2	-1	-1	-0.2	-1.3	-2
> CCCc1cc(-c2n[nH]c(=S)n2Cc2ccccc2)cs1
    0	3	-2	2	3	3	0	-0.3	1.0	0
> Cc1c(C(=O)NC2CCS(=O)(=O)C2)oc2ccccc12 (stereo not given)
    -1	3	4	5	3	0	2	0.2	-0.7	-7
> CSCCC(NS(=O)(=O)c1ccc(C)cc1)C(=O)N1CCCCCCC1 (stereo not given)
    10	0	-1	2	3	-2	-6	-0.1	3.0	-12
> O=S(=O)(c1cccc(-c2cn3ccccc3n2)c1)N1CCCCC1
    -2	-4	4	-10	2	1	2	0.3	1.8	-44
> CN(/N=C/c1ccncc1)c1cnc2ccccc2n1
    5	6	-3	2	1	-2	0	-1.6	9.6*	-13
> CN1CCN(c2ccc(NC(=O)CN3CCOCC3)cc2F)CC1
    12	1	5	-14	5	-1	-3	-0.2	1.2	-1
> COC(=O)c1ccc(NC(=O)C23CC4CC(C2)CC(n2cncn2)(C4)C3)cc1
    3	-6	0	-4	1	-6	5	0.2	1.4	-5
> CON1C(=O)C(=O)N(OC)C(C)(C)C1(C)C
    -6	-4	2	-3	-1	0	0	0.1	0.6	-70
> C[C@H](NC(=O)C1CC(=O)N(c2ccc3c(c2)OCCO3)C1)C(=O)N1CCC(C(=O)O)CC1 (stereo not given in full)
    -10	-6	-5	4	3	2	1	-0.4	4.2	0
> COc1ccc(C2c3cc(OC)c(OC)cc3CCN2C(=O)c2cccc([N+](=O)[O-])c2)cc1OC (stereo not given)
    1	-5	-3	0	3	-5	-5	0.6	0.5	-5
> Cc1cccc(C)c1NC(=S)N(Cc1cccs1)C1CCCC1
    -3	-11	-2	-2	4	-2	4	-0.6	1.7	-8
> CC(OC(=O)COc1ccccc1)C(=O)NC1CCCC1 (stereo not given)
    -3	2	-1	-3	-1	0	-1	-0.6	-2.4	11
> CCN(C(=O)CSc1nnc(-c2ccc3c(c2)OCO3)o1)C1CCS(=O)(=O)C1 (stereo not given)
    2	3	1	1	0	1	-3	0.5	1.4	-4
> O=C(CSc1nc(O)cc(=O)[nH]1)Nc1ccc2c(c1)CCC2
    -9	1	4	-7	-5	49*	5	-0.4	-1.6	-6
> Cc1cc(O)c(C(C)C)cc1NC(=O)Nc1ccc([N+](=O)[O-])cc1
    14	-2	-1	6	-4	4	-4	-0.5	1.9	5
> CCOC(=O)N1CCN(C(=O)COC(=O)COc2c(C)cc(C)cc2C)CC1
    -6	-2	-2	7	7	-7	1	-0.3	-1.1	4
> COc1ccc(S(=O)(=O)N2CCN(C(=O)c3ccc4ccccc4n3)CC2)cc1
    6	7	2	-7	12	6	2	-0.1	2.1	-23
> Cc1ccc(C(=O)NC(=S)N2CCN(c3ccc([N+](=O)[O-])cc3)CC2)cc1
    -6	-2	-10	-7	8	3	-4	0.6	-1.5	-8
> O=c1[nH][nH]c2c1[C@@H](c1ccc(F)cc1)O[C@H](CCc1ccccc1)C2
    -7	0	-4	8	-53	14	-3	0.4	nt	19

Some values from the entries so far.
CN(/N=C/c1ccncc1)c1cnc2ccccc2n1 | NPR1 activator: 0
CC(C(=O)NCCS(=O)(=O)c1ccc(Br)cc1)S(=O)(=O)c1ccc(Cl)cc1 (stereo not given) | sPLA2-III inh: -13
Cc1cccc(C)c1NC(=S)N(Cc1cccs1)C1CCCC1 | FXN GAA850 act: 1.7

Screens (PubChem)
